# High-throughput results (PubChem)
# FUS yeast rescue – FUS proteinopathy suppression in yeast; S. cerevisiae FUS-expressing, growth rescue, OD600, 24 h; Potency, µM (titrated, usually from 76.6 µM), without a hit: at the top dose growth rescue (activation), hits mostly activators; actives 0.24% (n = 390,000); AID 1347120; active means well fitted activation curve with a large enough effect; inconclusive means small, poorly fitted or top-dose-only effect; inactive means no such curve, though single readings can be large or run the other way;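 further: plate controls were DMSO vehicle for no effect and reference control for full effect; nearly all actives have a fitted effect of over 55% in size; some results filed as inactive show a strong effect at the top dose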
#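 Galactose (2%) drives FUS expression in yeast precultured in raffinose; seeding density OD 0.005. Test compounds incubated 24hr at 30C and 99% humidity before absorbance at 600 nm was measured.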
# The depositor's hits bear a star; ? = inconclusive. Potency means the concentration at half of the fitted maximal effect.
No. | Structure | FUS yeast rescue
1 | COc1cccc(CNC(=O)C2C3C=CC4(CN(Cc5ccccc5)C(=O)C24)O3)c1OC (stereo unspecified) | -6.1%
2 | O=C(CSc1nnc(-c2ccc(Cl)cc2)n1C1CCCCC1)NN=Cc1c(O)ccc2ccccc12 | 8.1%
3 | CCCCCCCCN1C(=O)[C@@H](CC(=O)NCc2ccc(C)o2)C[C@@]2(C(=O)OC)C1=C[C@H](C(C)C)O[C@@H]2C1CC1 | ?
4 | COc1ccc(-c2nnc(SCC(=O)NN=C/C=C\c3ccco3)n2-c2ccc(OC)cc2)cc1 | ?
5 | O=C(NCCc1ccccc1)c1ccc(Sc2ccccc2Cl)c([N+](=O)[O-])c1 | -7.8%
6 | COC(=O)[C@]12C[C@H](CC(=O)N3CCSCC3)C(=O)N(Cc3ccco3)C1=C[C@H](C(C)(C)C)O[C@@H]2C | 28.5%
7 | COC(=O)[C@]12C[C@H](CC(=O)N3CCC(c4ccccc4)CC3)C(=O)N(Cc3ccc(Cl)cc3Cl)C1=C[C@H](C(C)C)O[C@@H]2C1CC1 | ?
8 | O=C(Nc1cc(F)cc(F)c1)OC1CCC12CCC(c1ccccc1)CC2 (stereo unspecified) | 14.0%
9 | CC1(C)Oc2ccc(C(=O)NC3CCCC3)cc2NC1=O | -5.7%
10 | CCOC(=O)Cc1nc(N2CCCN(C(C)=O)CC2)c2c(C)c(C(=O)OCC)sc2n1 | 27.4%
11 | O=[N+]([O-])c1ncccc1OCCOc1ccc(Cl)cc1Cl | -8.3%
12 | COc1cc(C=NN2CCN(C(c3ccccc3)c3ccccc3)CC2)cc(OC)c1OC(C)=O | 24.9%
13 | O=C(CSc1nnc(-c2ccccc2)n1-c1ccc(Cl)cc1)Nc1cccc2ccccc12 | -9.9%
14 | Cc1nc2ccc(S(=O)(=O)NCC(=O)NCc3cccs3)cc2s1 | 10.9%
15 | O=C(CSc1nnc(-c2cccnc2)n1-c1ccc(Cl)cc1)Nc1ccccc1-c1ccccc1 | ?

# Among those listed so far, these contain a furan ring, fused or not.
No. | Structure | FUS yeast rescue
3 | CCCCCCCCN1C(=O)[C@@H](CC(=O)NCc2ccc(C)o2)C[C@@]2(C(=O)OC)C1=C[C@H](C(C)C)O[C@@H]2C1CC1 | ?
4 | COc1ccc(-c2nnc(SCC(=O)NN=C/C=C\c3ccco3)n2-c2ccc(OC)cc2)cc1 | ?
6 | COC(=O)[C@]12C[C@H](CC(=O)N3CCSCC3)C(=O)N(Cc3ccco3)C1=C[C@H](C(C)(C)C)O[C@@H]2C | 28.5%

# The list continues:
No. | Structure | FUS yeast rescue
16 | O=C(OCc1cn(Cc2ccc(F)cc2F)nn1)N1CCOCC1 | -13.1%
17 | Cc1ccc(NC(=O)c2cc(C)nn2-c2ccccc2)c(C)c1 | 43.2%
18 | COC(=O)[C@]12C[C@H](CC(=O)N3CCCCC3)C(=O)N(CCC3=CCCCC3)C1=C[C@H](C1CCCC1)O[C@@H]2C | ?
19 | COc1ccc(S[C@]2(C(=O)N3CCCC3)CC(=O)N(C(=O)C3CC3)[C@@H]2c2ccc(OC)cc2)cc1 | 16.4%
20 | Cc1ccnc(NC(=S)N2CC3CN(c4cccc(C(F)(F)F)c4)CC3C2)c1 (stereo unspecified) | ?
21 | C#CCNC(=O)C[C@H]1C[C@@]2(C(=O)OC)C(=C[C@H](COCc3ccccc3)O[C@@H]2C)N(Cc2ccccc2)C1=O | 22.4%
22 | Cn1c(=O)c2cc(S(=O)(=O)N3CCN(CCO)CC3)ccc2n(C)c1=O | -14.4%
23 | N#Cc1ccc(Cn2nnc(-c3ccc(N4CCOCC4)cc3)n2)cc1 | -1.5%
24 | COc1ccc(Cn2cc(CN3[C@@H](CC(C)C)COc4cccc(F)c4S3(=O)=O)nn2)cc1 | -13.2%
25 | CCOC(=O)[C@]12CCCC3=C1N(CCC3)C(=O)[C@@H](CC(=O)NCCC(C)C)C2 | -1.5%
26 | COc1ccc(C2=Nn3c(nnc3C3CCCCC3)SC2)cc1 | 27.9%
27 | CN(C)[C@H]1CCN(c2cccc3c2S(=O)(=O)N2CC[C@H](C2)O3)C1 | -7.4%
28 | COC(=O)c1ccc(Cn2ccc3ccc(-c4ccc5ccn(C(=O)c6ccccc6)c5c4)cc32)cc1 | 35.5%
29 | CC(C)Oc1cccc(-c2csc(N3CCC(C(N)=O)CC3)n2)c1 | 28.6%
30 | CN1[C@@H](Cc2ccccc2)COc2cccc(F)c2S1(=O)=O | -6.6%

No. | Structure | FUS yeast rescue
31 | N#CCCCc1cn(-c2ccc(-c3noc4c3C(=O)N(CC(=O)N3CCOCC3)CC4)cc2)nn1 | 9.0%
32 | CCC(C)[C@H](NC(=O)C1COC(O)([C@H](Cc2ccccc2)NC(=O)[C@@H](NC(=O)OCc2ccccc2)C(C)C)CN1C)C(=O)N[C@H](C(=O)OC)C(C)C (stereo partly specified) | ?
33 | COCc1cn(-c2ccc3c(c2)[C@]2(CC(=O)N(C)C2c2ccccc2)C(=O)N3CC(C)C)nn1 (stereo partly specified) | 5.4%
34 | CCC(C)[C@H](NC(=O)[C@H](CC(C)C)NC(=O)OC(C)(C)C)C(=O)N[C@@H](Cc1ccccc1)C(=O)OC (stereo partly specified) | 1.6%
35 | COCCCNC(=O)CN1C(=O)C2CCCCN2C(=O)c2ccccc21 (stereo unspecified) | 1.8%
36 | CCCCC(=O)Nc1ccc(C(=O)NCC2COc3ccccc3O2)cc1 (stereo unspecified) | 4.5%
37 | O=C(Nc1ccc(F)cc1)OCCN1C(=O)CCC12CCC(c1ccccc1)CC2 (stereo unspecified) | -11.9%
38 | COC(=O)C[C@@H]1CC[C@@H]2[C@@H](COc3ccc(NC(=O)c4ccc(F)cc4)cc3C(=O)N2C)O1 | 1.5%
39 | CN1C(=O)C(=O)N2C(=C[C@]3(c4c[nH]c5ccccc45)c4ccccc4N[C@H]23)C1=O | ?
40 | CCn1c(SCC(=O)c2ccc(-c3ccccc3)cc2)nnc1-c1ccc(C(C)(C)C)cc1 | ?
41 | CCOC(=O)Cc1nc(N2CCN(C(=O)C3CCCO3)CC2)c2c(C)c(C(=O)OCC)sc2n1 (stereo unspecified) | 33.8%
42 | CCOC(=O)C1(Cc2ccccc2)CCN(Cc2cccc(C#N)c2)CC1 | 5.6%
43 | Cc1ccc(NC(=O)Nc2ccc3c(c2)[C@]2(CC(=O)N(CC(C)C)C2c2ccccc2)C(=O)N3C)cc1Cl (stereo partly specified) | ?
44 | COCCNC(=O)c1c(N)[nH]c(C(=O)c2ccc(Br)cc2)c1-c1c(OC)ccc2ccccc12 | 6.2%
45 | CCC1CCc2sc(C(=O)Nc3cc(S(=O)(=O)N4CCOCC4)ccc3OC)cc2C1 (stereo unspecified) | ?

No. | Structure | FUS yeast rescue
46 | CCCCOc1ccc(C(=O)NC2CCCCN(Cc3ccc(Cl)cc3)C2=O)cc1 (stereo unspecified) | 40.6%
47 | COCCCNC(=O)C[C@H]1C(=O)N(Cc2ccc(OC)cc2)C2=CCCCC[C@@]21C(=O)OC | 5.0%
48 | C[C@@H]1/C=C/CC(=O)N[C@H](c2ccccc2)[C@H](C)/C=C/CC(=O)N[C@@H]1c1ccccc1 | 10.4%
49 | COC(=O)[C@]12C[C@H](CC(=O)NCc3cccs3)C(=O)N(Cc3ccccc3)C1=C[C@H](COCc1ccccc1)O[C@@H]2C | 43.4%
50 | COC(=O)[C@]12C[C@H](CC(=O)N3CCSCC3)C(=O)N(Cc3ccc(Cl)cc3Cl)C1=C[C@H](C1CCCC1)O[C@@H]2C | ?
51 | Cc1ccccc1NC(=O)N(C)[C@H]1C[C@H]2c3[nH]c4c(-c5ccc6c(c5)OCO6)cccc4c3CCN2C[C@H]1[C@H](C)O | ?
52 | O=C(N1CCOCC1)N1CC[C@H]2[C@H](CCCN2Cc2ccccc2)C1 | -13.8%
53 | COC(=O)CSc1nnc(-c2ccc(NS(=O)(=O)c3ccc(C(C)(C)C)cc3)cc2)o1 | ?
54 | CN(C)CC(=O)N[C@@H]1C[C@@H]2O[C@@H](CO)CC[C@@H]2O[C@@H]1CCc1ccc(-c2ccc(F)cc2)cc1 | 5.1%
55 | O=C(Nc1ccc(F)cc1)OC1CC2CC1[C@H]1CCCCN1C2 (stereo partly specified) | 2.4%
56 | O=S1(=O)c2ccc(N3CC[C@@H](O)C3)cc2OCCCN1C1CC1 | 5.4%
57 | COCCCN1C(=O)[C@H](CC(=O)NCCc2ccccc2OC)[C@]2(C(=O)OC)CCCCC=C12 | 23.4%
58 | CC(C)C[C@@H]1COc2cc(N3CCSCC3)ccc2S(=O)(=O)N1C | 17.9%
59 | CC(=O)c1cc(-c2ccccc2)c(=O)n2c1CCC2 | -23.2%
60 | CCN1CCCCC(NC(C)=O)C1=O (stereo unspecified) | 9.5%

# Given with each value named: entries from further up
[25] CCOC(=O)[C@]12CCCC3=C1N(CCC3)C(=O)[C@@H](CC(=O)NCCC(C)C)C2
  FUS yeast rescue = -1.5%

[29] CC(C)Oc1cccc(-c2csc(N3CCC(C(N)=O)CC3)n2)c1
  FUS yeast rescue = 28.6%

[42] CCOC(=O)C1(Cc2ccccc2)CCN(Cc2cccc(C#N)c2)CC1
  FUS yeast rescue = 5.6%

# Next part:
No. | Structure | FUS yeast rescue
61 | COC(=O)[C@]12C[C@H](CC(=O)N3CCCC3)C(=O)N(Cc3ccco3)C1=C[C@H](C(C)C)O[C@@H]2C1CC1 | 3.3%
62 | CCC[C@H]1[C@@H](NC(=O)c2ccc(N(C)C)cc2)CC[C@@]23CCCN2C(=O)CCC[C@@H]13 | ?
63 | COC(=O)C(C[N+](=O)[O-])C1=C(O)CC(C)(C)CC1=O (stereo unspecified) | -5.0%
64 | COC(=O)[C@]12C[C@H](CC(=O)N3CCCC3)C(=O)N(Cc3ccco3)C1=C[C@H](COCc1ccccc1)O[C@@H]2C | 16.6%
65 | O=C(OCc1cn(Cc2cccc(F)c2)nn1)N1CCOCC1 | 6.2%
66 | COC(=O)[C@H](C(C)C)N1CCc2nnn(CC3CCCCC3)c2-c2cc(F)ccc2S1(=O)=O | ?
67 | C#CCNC(=O)C[C@H]1C[C@@]2(C(=O)OC)C(=C[C@H](COCc3ccccc3)O[C@@H]2C)N(CCc2ccc(OC)c(OC)c2)C1=O | ?
68 | CCOC(=O)CCCNC(=O)OC1CC2CC1[C@H]1CCCCN1[C@H]2Cc1ccccc1 (stereo partly specified) | ?
69 | Cc1ccc(-c2cc(C(=O)NN=Cc3cccc4ccccc34)[nH]n2)cc1C | 12.0%
70 | COC(=O)[C@]12C[C@H](CC(=O)NCc3cccc4ccccc34)C(=O)N(Cc3ccc(Cl)cc3Cl)C1=C[C@H](C1CCCC1)O[C@@H]2C | ?
71 | CCOC(=O)[C@]12CCCCC/C=C\1N(Cc1ccc(OC)cc1)C(=O)[C@H]2CC(=O)N1CCN(C(=O)c2ccco2)CC1 | ?
72 | CCc1ccccc1-c1cc(C(=O)OC)c2n(c1=O)CCC2 | -11.4%
73 | O=C1CCC[C@H]2C[C@H](NCCc3ccncc3)CC[C@]23CCCN13 | -1.3%
74 | CCCCN1C(=O)c2ccccc2NC1c1ccc(OC)c(COc2ccc(NC(C)=O)cc2)c1 (stereo unspecified) | ?
75 | O=C(OC12CCCN(C1)/C(=C/c1ccncc1)C2)c1ccccc1 (stereo unspecified) | 11.1%

No. | Structure | FUS yeast rescue
76 | Cc1ccccc1C(=O)n1ccc2ccc(-c3ccc4ccn(Cc5ccc(C#N)cc5)c4c3)cc21 | 3.6%
77 | N=c1c2c(ccn1Cc1ccccc1)Oc1ccc3ccccc3c1C2c1ccccc1 (stereo unspecified) | 14.1µM*
78 | O=C(NC1CCCCN(Cc2cccc(C(F)(F)F)c2)C1=O)c1cccc(F)c1 (stereo unspecified) | -2.2%
79 | Cc1ccc(OCCn2c(CCNC(=O)C3CCCCCC3)nc3ccccc32)cc1 | 30.4%
80 | CC(=O)Nc1ccc2c(c1)C(=O)N(C)[C@H]1CC[C@H](CC(=O)NCc3ccc(F)cc3)O[C@@H]1CO2 | 18.3%
81 | CC(C)N1CCCCC(NC(=O)c2ccc(F)cc2)C1=O (stereo unspecified) | -16.1%
82 | C[C@H]1[C@H](NCc2cccnc2)CC[C@@]23CCCN2C(=O)CCC[C@@H]13 | -12.8%
83 | CN1C(=O)c2cc(NC(=O)c3ccc(F)cc3)ccc2OC[C@H]2O[C@H](CC(=O)NC3CCC3)CC[C@H]21 | 0.6%
84 | COc1cccc(N(C)C(=O)[C@@H](C2CC2)[C@@H](O)c2ccc(C(C)=O)cc2)c1 | 3.5%
85 | C=C(C)CSc1nnc(-c2cc(-c3ccccc3)n[nH]2)n1N | -7.3%
86 | Clc1ccc2nc(CNc3nc(N4CCOCC4)nc4c3ncn4-c3ccsc3)[nH]c2c1 | ?
87 | Cc1cc2c(s1)c1cnn(Cc3c(Cl)ccc(C)c3F)c(=O)c1n2C | -11.1%
88 | CC(=O)Nc1sc2c(c1-c1nc(-c3ccccc3)cs1)CCN(C(C)C)C2 | 16.4%
89 | O=S1(=O)c2ccc(N3CC[C@H](O)C3)cc2O[C@@H]2CCN1C2 | 5.1%
90 | C=CCN(Cc1ccc2c(c1)OCO2)C(C#CCCCC)C(C)C (stereo unspecified) | -18.3%

No. | Structure | FUS yeast rescue
91 | CCOc1ccc(-n2c(SCC(=O)Nc3ccc(OCc4ccccc4)cc3)nnc2-c2ccc(Cl)cc2)cc1 | 13.9%
92 | COC(=O)c1cc(S(=O)(=O)N2CCN(c3cccc(C(F)(F)F)c3)CC2)cn1C | 39.7%
93 | CC(C)N1CCCCC(NC(=O)c2c(F)cccc2F)C1=O (stereo unspecified) | -20.5%
94 | C=CCCC1(CCC)C(=O)/C(=C(\O)c2ccccc2)C(=O)C(CCC)=C1OC (stereo unspecified) | 5.9%
95 | Oc1ccc(Nc2ccccc2F)c2cccnc12 | 32.6%
96 | COc1ccc2c(c1)NC(=O)[C@@]2(CCN1C(=O)c2ccccc2C1=O)c1[nH]c2ccccc2c1CCN1C(=O)c2ccccc2C1=O | ?
97 | Cc1ccc(NC(=O)Cc2cccc(F)c2)c(S(=O)(=O)N2CCOCC2)c1 | 11.9%
98 | O=C(CCc1ccccc1)N[C@H]1C(=O)CCC[C@]12C(=O)N(Cc1ccccc1)c1ccccc12 | 10.4%

# Only part of the results is shown. The share of hits here may be higher or lower than overall.
